Compound activity (PubChem BioAssay)
Runt-CBFb FRET: inhibitors of RUNX1 Runt–CBFb binding, primary screen, biochemical, FRET, Cerulean-Runt, Venus-CBFb, uHTS. actives 0.46% (n = 220,000). Cerulean-Runt/Venus-CBFb FRET ratio 530/480, 1 h. inhibition, % at 20 µM;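 active = inhibition over about 50% at 20 µM in the single-dose screen, limit read from the data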;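 note: 0% = DMSO wells and 100% = excess unlabeled CBFb competitor control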
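test system = Cerulean-Runt domain fusion protein, energy donor | probe or stimulus = Venus-CBFb binding partner, 100 nM | incubation = two 1 h room-temperature incubations shielded from light | detection = fluorescence energy transfer, 422 nm excitation, 530/480 nm emission | measure = loss of energy transfer signal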
NPY-Y2 PAM-ag: NPY-Y2 potentiators or agonists, primary screen, cell-based; Neuropeptide Y receptor type 2 (Homo sapiens), P49146; cells expressing NPY-Y2, potentiator/agonist read-out; activation, % at 3.6 µM; actives 0.45% (n = 220,000); AID 1359, 2008; in the data active = activation above about 27%;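 note: cells stimulated with NPY near EC25 plus isoproterenol at EC100; 0% = vehicle plus submaximal agonist and 100% = vehicle plus saturating agonist; some results beyond the cut were filed as inactive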
Target sequence (P49146 whole entry, looked up): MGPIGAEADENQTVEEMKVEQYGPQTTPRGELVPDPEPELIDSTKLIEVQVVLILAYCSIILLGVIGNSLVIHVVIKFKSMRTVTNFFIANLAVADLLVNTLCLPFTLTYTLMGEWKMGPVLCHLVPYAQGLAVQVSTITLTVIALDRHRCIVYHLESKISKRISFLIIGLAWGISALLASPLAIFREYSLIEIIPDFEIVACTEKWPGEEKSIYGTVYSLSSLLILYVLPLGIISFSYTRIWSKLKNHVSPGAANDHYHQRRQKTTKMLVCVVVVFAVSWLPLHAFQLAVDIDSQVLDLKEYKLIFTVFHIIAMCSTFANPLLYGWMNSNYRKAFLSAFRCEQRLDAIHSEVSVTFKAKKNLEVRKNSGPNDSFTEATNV
RBBP9 inhibitor: human RBBP9 inhibitors, primary screen, biochemical, fluorescence polarization, FP-Rh probe, HTS; recombinant RBBP9; inhibition, % at 7.94 µM; actives 0.2% (n = 220,000); Serine hydrolase RBBP9 (Homo sapiens), O75884; AID 1515, 2009;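 active = inhibition above the campaign mean of all tested compounds plus 3 SD, cut at about 14% in these data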;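 note: plate controls were DMSO wells with RBBP9 for no effect and wells lacking RBBP9 protein for full effect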
Target sequence (O75884 whole entry, looked up): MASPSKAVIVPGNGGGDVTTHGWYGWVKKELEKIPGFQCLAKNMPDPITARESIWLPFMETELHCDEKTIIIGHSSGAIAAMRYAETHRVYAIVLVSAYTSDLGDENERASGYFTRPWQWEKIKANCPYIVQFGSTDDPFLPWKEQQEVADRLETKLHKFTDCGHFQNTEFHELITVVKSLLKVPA
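Assay system: recombinant human RBBP9; Reagent: Serine-hydrolase probe FP-Rh, 375 nM pre-mixing; Doses: 7.94 µM single dose, 0.794% DMSO; Incubation: 30 min then 45 min, 25 °C; Detection: fluorescence polarization (mP), excitation 525 nm, emission 598 nm; Evaluation: percent inhibition from mP, scaled between DMSO and no-protein wells.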
BaF3 parental: parental Ba/F3 cell viability inhibition, counter-screen for JAK2V617F inhibitor project, murine pro-B, CellTiter-Glo luminescence; CellTiter-Glo ATP luminescence; inhibition, % at 5.6 µM; actives 1.1% (n = 220,000); AID 1486, 2009;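 active = inhibition above a per-campaign cutoff, the mean inhibition of all tested compounds plus 3 SD, cut at about 27% in these data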;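 note: 0% = DMSO wells and 100% = JAK Inhibitor I control wells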
Ba/F3 V617F tox: reduced viability of JAK2V617F-dependent Ba/F3 cells, primary screen, JAK2V617F inhibitor project, cell-based, Ba/F3 EpoR-JAK2V617F, luminescence. inhibition, % at 5.6 µM. actives 1.1% (n = 220,000). ATP luminescence;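 active = inhibition above the campaign mean plus 3 SD over all tested compounds, cut at about 24% in these data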;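 note: cytokine-independent growth of Ba/F3 cells driven by EpoR plus mutant JAK2; 0% = DMSO-treated cells and 100% = JAK inhibitor I control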
NPY1 pot ag: NPY-Y1 receptor potentiators or agonists, primary screen, cell-based. NPY-Y1 expressing cells, potentiator/agonist activation. actives 0.37% (n = 220,000). Neuropeptide Y receptor type 1 (Homo sapiens), P25929. AID 1304, 2008. activation, % at 3.6 µM; in the data active = activation above about 33%, passing the limit was not always enough;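 note: cells stimulated with NPY at EC10 then isoproterenol at EC100; 0% = low agonist plus stimulus and 100% = saturating agonist plus stimulus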
Target sequence (P25929 whole entry, looked up): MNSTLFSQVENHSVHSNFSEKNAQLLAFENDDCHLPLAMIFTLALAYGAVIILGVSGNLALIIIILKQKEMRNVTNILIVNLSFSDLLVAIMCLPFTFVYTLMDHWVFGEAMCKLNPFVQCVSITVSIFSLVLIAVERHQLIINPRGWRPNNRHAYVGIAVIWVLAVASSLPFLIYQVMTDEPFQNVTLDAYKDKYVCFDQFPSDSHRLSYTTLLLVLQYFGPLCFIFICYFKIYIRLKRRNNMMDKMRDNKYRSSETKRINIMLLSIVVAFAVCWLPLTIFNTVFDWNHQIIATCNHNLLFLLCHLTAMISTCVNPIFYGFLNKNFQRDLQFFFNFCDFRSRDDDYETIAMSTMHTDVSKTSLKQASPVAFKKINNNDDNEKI
NPY-Y1 antag: NPY-Y1 receptor antagonists, primary screen, cell-based; AID 1040, 2008; HEK293-CNG Y1 cells, membrane potential fluorescence; NPY at EC95, then isoproterenol; inhibition, % at 3.6 µM; actives 1% (n = 200,000); Neuropeptide Y receptor type 1 (Homo sapiens), P25929;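 active = inhibition above the campaign mean inhibition of all tested compounds plus 3 SD, cut at about 20% in these data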;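 note: 0% = DMSO wells given NPY plus isoproterenol and 100% = isoproterenol alone without NPY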
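Material: HEK293 Y1/CNG channel cell line | Also added: NPY (25 nM), isoproterenol (1 µM), Ro 20-1724 (25 µM) | Compound: One concentration, 3.6 µM, in 0.4% DMSO | Schedule: 3 h dye uptake, 1 h room-temperature compound, 45 min post-isoproterenol | Signal: Membrane-potential fluorescent dye readout | Read-out: % inhibition of NPY effect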
S1P4 antagonist: S1P4 receptor antagonists, primary screen, cell-based; Sphingosine 1-phosphate receptor 4 (Homo sapiens), O95977; S1P4-expressing cells, antagonist mode, reporter read-out; inhibition, % at 4.98 µM; actives 0.26% (n = 220,000); AID 1510, 2009; in the data active = inhibition above about 29%;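 note: 0% = wells stimulated with agonist and 100% = vehicle wells without agonist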
S1P4 agonist: S1P4 receptor agonists, primary screen, cell-based. Sphingosine 1-phosphate receptor 4 (Homo sapiens), O95977. AID 1509, 2009. activation, % at 4.98 µM. S1P4-expressing cell line, agonist reporter assay. actives 0.35% (n = 220,000); in the data active = activation above about 11%;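 note: 0% = DMSO vehicle and 100% = reference agonist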
Active calls of the source: *; · = not tested or not shown.

Results follow in this order: Runt-CBFb FRET, NPY-Y2 PAM-ag, RBBP9 inhibitor, BaF3 parental, Ba/F3 V617F tox, NPY1 pot ag, NPY-Y1 antag, S1P4 antagonist, S1P4 agonist
1. COc1cccc(CC2(CO)CCCN(Cc3ccc(CN4CCCCC4)s3)C2)c1 (configuration not stated)
    -1, -29, -13, 8, 3, -14, 3, 5, -0.6
2. CCOC(=O)CSc1nnc(CNC(=O)c2ccc(S(=O)(=O)N3CCCC3)cc2)n1C
    2, -4, -3, 8, 3, 4, 1, -4, -0.8
3. COc1ccc(NC(=O)CSc2nnc(CNC(=O)c3ccco3)o2)c(OC)c1
    3, -13, -8, 3, 1, -23, -1, -5, 1.8
4. C=CCn1c(SCC)nc2sc3c(c2c1=O)CCc1ccccc1-3
    ·, -23, -10, 2, 0, -38, 5, 3, -0.7
5. CNS(=O)(=O)c1ccc2nc(NC(=O)c3ccc(N4C(=O)CCC4=O)cc3)sc2c1
    55*, 1, -2, -1, -3, 13, 0, -13, 1.9
6. C=CCOc1c(CNc2nccs2)cccc1OCC
    2, 6, 2, 4, -1, -2, 6, -12, 3.6
7. CC(C)CC(OC(=O)c1cccs1)C(=O)NCC1CCCO1 (configuration not stated)
    -1, 4, 3, 0, -5, -7, -2, -11, 0.5
8. Cc1ccc(C(=O)N2CCN(c3cc4c(cc3[N+](=O)[O-])n(C)c(=O)n4C)CC2)cc1
    -3, -6, -3, 1, -2, -2, 2, -1, 1.6
9. CC1=C(C(=O)OCc2ccccc2)C(c2ccccc2-c2ccccc2)NC(=O)N1CCCCCC(=O)O (configuration not stated)
    -6, 5, -15, 3, -1, -3, 7, -8, 0.8
10. CCOC(=O)CSc1nnc(-c2ccc3ncccc3c2)n1C
    2, -1, 1, -5, 3, 0, ·, 6, -0.2
11. COc1ccc(S(=O)(=O)N2CCOCC2)cc1Cl
    2, -1, 0, 3, -4, -11, 3, -23, -0.2
12. COc1ccc(CCNC(=O)C2CCN(S(=O)(=O)c3cccc4nsnc34)CC2)cc1OC
    81*, -25, -5, 6, 3, -6, -5, 8, -0.5
13. COc1ccc(C(c2nnnn2Cc2ccccc2)N2CCN(C(=O)c3ccco3)CC2)cc1 (configuration not stated)
    -3, 3, -8, 2, 2, 8, 2, 17, -0.9
14. CN(C(=O)COC(=O)c1ccc(Cl)cc1N)C1CCCCC1
    2, -6, -10, 2, 3, -19, -1, 4, 1.2
15. Cc1ccc(C(=O)O/N=C(\N)c2nonc2N)cc1
    2, 6, -2, 8, 0, -9, 8, -6, -2.5
16. Cc1cc(C)nc(NC(=O)Nc2ccc3c(c2)OCO3)c1
    1, -4, 2, 4, -1, -1, -4, -25, 2.2
17. COc1ccc(/C=c2\sc3nc(-c4ccccc4)c(-c4ccccc4)n3c2=O)cc1OC
    2, -3, -7, 6, 2, -28, 1, 4, 2.0
18. Clc1cccc(Cl)c1Cn1cc(Br)cn1
    2, 10, 8, 4, -3, -1, 3, -19, -3.8
19. COc1cc(/C=N/NC(=O)CC#N)cc(Br)c1O
    3, -6, 0, 0, -4, 10, -1, -45, -1.2
20. C[C@H](NC(=O)c1ccco1)C(=O)Nc1ccc(S(=O)(=O)N2CCCC2)cc1
    2, -12, -7, 3, -1, -24, -3, 8, -1.4
21. Cc1ccc(S(=O)(=O)N2CCN(S(=O)(=O)N(C)C)CC2)cc1
    0, 1, 1, 0, -4, -7, -1, 6, 0.8
22. O=C(N/N=C/c1ccccc1OC(F)F)C1=COCCO1
    2, 0, -7, 3, -3, 13, 1, -3, 0.4
23. COc1ccc(CC(=O)Nc2cccc(-c3cn4ccccc4n3)c2)cc1
    -2, -3, -10, 4, -2, -3, 6, -14, 1.1
24. Cc1cc(=O)oc2cc(OC(C)C)ccc12
    -2, 5, -10, 3, 0, 13, 0, -25, 0.0
25. CCOC(=O)CSC1=C(C#N)C(c2ccc(F)cc2)C(C(C)=O)=C(C)N1 (configuration not stated)
    -2, 8, 1, 0, -1, 2, -1, -2, 2.8
26. CCN(c1ccc(NC(=O)COC(=O)CCc2nc3ccccc3n2-c2ccccc2)cc1)C(C)C
    3, 20, 4, 4, -2, 6, -1, 2, -1.0
27. NC1=NC(c2cn[nH]c2-c2cccc(F)c2)n2c(nc3ccccc32)N1 (configuration not stated)
    0, -6, 1, 5, -1, 1, 0, -1, 2.7
28. COc1ccc(CN2CC(C(=O)NCCN3CCOCC3)CC2=O)cc1 (configuration not stated)
    -1, 4, -2, -2, -3, -9, 1, -13, -0.6
29. CC1=C(C(=O)OCc2ccc3c(c2)OCO3)C(c2ccccc2)NC(=O)N1 (configuration not stated)
    -1, 0, -1, -1, 1, -7, 6, -22, 2.2
30. CC(C)(C)c1ccc(OC(=O)c2ccccc2)cc1
    1, -8, -8, 3, -4, -7, ·, 4, -1.3
31. CCCc1ccc2c(N)c(C#N)sc2n1
    2, 0, -3, 5, -2, 12, -2, -15, 1.9
32. CC(C)(C)Cc1nc(-c2ccc(Cl)cc2)no1
    1, 3, 4, 0, -5, 7, 3, -12, 1.4
33. COc1ccc(C(=O)N2CCC(C(=O)Nc3ccccc3OC)CC2)cc1
    0, 2, -10, 1, 0, 1, -4, -44, 1.6
34. CCC(CC)COC(=O)C(C#N)c1nc2ccccc2nc1N1CCOCC1 (configuration not stated)
    -17, 4, -9, 4, 0, 2, 10, 0, -0.5
35. O=C(Nc1cc(=O)c2ccccc2o1)N1CCCCC1
    -5, 1, -8, 4, 1, 2, 3, -17, 0.2
36. CC(SCc1ccccc1)C(=O)NCc1ccccn1 (configuration not stated)
    0, 0, -2, 7, 2, -9, -2, -18, 4.3
37. CC(C)C(=O)Nc1cc(S(=O)(=O)Nc2cccc(Cl)c2)ccc1Cl
    0, -6, -5, -2, -4, 15, 6, -14, -0.1
38. Cc1cc(-c2onc(C)c2C(=O)Oc2ccc(Cl)cc2)no1
    0, -37, -6, 0, -2, -33, ·, 4, 0.5
39. O=C(COC(=O)/C=C/c1ccc([N+](=O)[O-])cc1)NCc1ccccc1
    0, 6, -6, 2, -5, 9, 2, -3, -0.5
40. O=C1C[C@@H](c2ccc(O)cc2)Oc2cc(O)cc(O)c21
    0, -5, -7, -1, -2, 1, 1, 2, 0.3
41. O=C(CCn1c(=O)sc2ccccc21)NCc1ccc2c(c1)OCO2
    0, -2, -6, -2, -7, -8, 1, 5, -2.6
42. CCCn1nnnc1SCC(=O)Nc1cccc(NC(=O)c2ccco2)c1
    -1, 11, -4, -1, -3, 5, 6, -23, -0.2
43. CSc1nc(/C=C2\C=Nc3ccccc32)c(O)n1C
    -2, 7, -6, 4, -2, -10, -8, 1, -0.6
44. NC(=O)c1nsc(C(=O)N(c2ccccc2)C(C(=O)NCC2CCCO2)c2cccs2)c1N (configuration not stated)
    1, 3, -3, 6, 1, -4, 4, -16, 5.3
45. CC(=O)N(CCCN(C)C)c1nc2ccc(C)cc2s1
    -1, -2, -2, 5, 2, -8, 0, -9, 0.3
46. COc1ccc(C(=O)Cn2nnc(-c3ccccc3-n3cnnn3)n2)cc1
    -2, -4, -5, 4, 1, 27, 2, -12, 0.7
47. CCC(NC(=O)Nc1nccs1)(C(F)(F)F)C(F)(F)F
    -3, 16, 4, -3, -5, -3, -4, 4, -0.6
48. O=C(CN1C(=O)/C(=C/c2ccccc2)SC1=S)Nc1cccnc1
    5, -4, -10, 5, -3, 4, 2, 8, 0.6
49. COc1ccccc1NC(=O)C(C/C=C(/C)Cl)C(C)=O (configuration not stated)
    -2, -5, -7, 7, 5, -16, 9, -3, 1.0
50. Cc1ccccc1N/C(=C(/C(Cl)=C(Cl)Cl)[N+](=O)[O-])n1nnc2ccccc21
    -2, 3, -3, 2, -3, -12, 4, -6, 1.8
51. C/C(=N\NC(=O)c1c[nH]c2ccccc12)c1ccc(C)o1
    1, -8, 1, 4, -1, -1, -4, 11, -4.0
52. O=C(Nn1cnnc1)c1ccc(Br)s1
    -2, -4, -10, 2, -5, -22, 1, -6, -0.7

Screen by screen, from the results shown:
Compounds 44 to 52 in NPY1 pot ag: -4, -8, 27, -3, 4, -16, -12, -1, -22

A few values from the list:
NC(=O)c1nsc(C(=O)N(c2ccccc2)C(C(=O)NCC2CCCO2)c2cccs2)c1N (configuration not stated) in Ba/F3 V617F tox is entered as 1
CCCc1ccc2c(N)c(C#N)sc2n1 in NPY-Y1 antag is entered as -2

Some of these compounds in order of their number in S1P4 antagonist, low to high.
No. | molecule | Runt-CBFb FRET | NPY-Y2 PAM-ag | RBBP9 inhibitor | NPY1 pot ag | NPY-Y1 antag | S1P4 antagonist | S1P4 agonist
35 | O=C(Nc1cc(=O)c2ccccc2o1)N1CCCCC1 | -5 | 1 | -8 | 2 | 3 | -17 | 0.2
45 | CC(=O)N(CCCN(C)C)c1nc2ccc(C)cc2s1 | -1 | -2 | -2 | -8 | 0 | -9 | 0.3
48 | O=C(CN1C(=O)/C(=C/c2ccccc2)SC1=S)Nc1cccnc1 | 5 | -4 | -10 | 4 | 2 | 8 | 0.6

Given tab-delimited: part of the list above.
entry	mol	Runt-CBFb FRET	NPY-Y2 PAM-ag	RBBP9 inhibitor	BaF3 parental	Ba/F3 V617F tox	NPY1 pot ag	NPY-Y1 antag	S1P4 antagonist	S1P4 agonist
11	COc1ccc(S(=O)(=O)N2CCOCC2)cc1Cl	2	-1	0	3	-4	-11	3	-23	-0.2
52	O=C(Nn1cnnc1)c1ccc(Br)s1	-2	-4	-10	2	-5	-22	1	-6	-0.7
28	COc1ccc(CN2CC(C(=O)NCCN3CCOCC3)CC2=O)cc1 (configuration not stated)	-1	4	-2	-2	-3	-9	1	-13	-0.6
41	O=C(CCn1c(=O)sc2ccccc21)NCc1ccc2c(c1)OCO2	0	-2	-6	-2	-7	-8	1	5	-2.6
48	O=C(CN1C(=O)/C(=C/c2ccccc2)SC1=S)Nc1cccnc1	5	-4	-10	5	-3	4	2	8	0.6
24	Cc1cc(=O)oc2cc(OC(C)C)ccc12	-2	5	-10	3	0	13	0	-25	0.0
